Source: PubChem (National Center for Advancing Translational Sciences (NCATS))
Nrf2 inh – Nrf2 pathway inhibition; A549 ARE-Fluc reporter, luciferase luminescence, 18-24 h; Potency, µM (highest dose often 46 µM), for the others: at the highest dose activity change, negative = inhibition, actives largely listed as inhibitors; 360,000 compounds, 2.1% hits; further: on the % scale 0 is the no-effect control and ±100 the full control effect; nearly all actives have a fitted effect of over 60% in size
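Concentration-response testing used A549 ARE_Fluc cells at 5000 cells/well. Following an 18-24 h compound incubation, viability was read by fluorescence (Ex 405/Em 525) and luciferase output by luminescence.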
Nrf2 ARE act – Nrf2 pathway activation. AREc32 ARE-luciferase reporter (MCF7-derived line), luminescence, 24 h. Potency, µM (titrated, usually from 46.1 µM), for inactives: at the top dose activation, most hits filed as activators. 410,000 compounds, 0.31% hits. AID 624171; further: % of control where 0% means no effect; nearly all actives have a fitted effect of over 65% in size
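Steps: seed AREc32_Fluc cells (1000/well, 5% FBS OPTI-MEM); incubate overnight at 37 deg C; add 23 nL compound; incubate 24 hr; add Steady-Glo; hold 30 min RT; read luminescence.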
TGFb inhibitor – TGF-b pathway inhibition; HepG2 CAGA-GFP TGF-b/SMAD3 reporter, GFP fluorescence, 18 h; TGF-beta stimulated, 500 pg/mL final; Potency, µM (highest dose often 46.1 µM), without a hit: top-dose activity, negative = inhibition, usual class: inhibitors; 410,000 compounds, 1.2% hits; further: on the % scale 0 is the no-effect control and ±100 the full control effect; nearly all actives have a fitted effect of over 65% in size
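Per well, imaged GFP fluorescence of HEPG2 CAGA-GFP cells gives the signal; cells get compound, then TGF-beta (500 pg/mL final), 18 h at 37 degrees C; %Activity versus -TGF-beta and +DMSO controls.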
HepG2 tox – kills HepG2 cells in TGF-b inhibitor counter-screen; HepG2 CAGA-GFP viability, ATP luminescence, 18 h; Potency, µM (doses to about 46.1 µM), inactives show at the top dose activity change, negative = cytotoxicity, actives largely listed as cytotoxic; 410,000 compounds, 0.76% hits; further: some results filed as inactive show a strong effect at the top dose
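HepG2 CAGA-GFP cells (1000/well, DMEM with 1% FBS) received compound, then TGF-beta at 500 pg/mL final, and were incubated 18 hours at 37 degrees C. Viability was read by CellTiter-Glo luminescence. Media-only wells were set as complete cell-killing and DMSO as no toxicity.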
ATXN2 expr inh – ATXN2 expression inhibition. HEK-293 ATXN2-luciferase reporter, luminescence, 24 h. 360,000 compounds, 0.72% hits. Potency, µM (titrated, usually from 57 µM), inactives show at the top dose activity change, negative = inhibition, hits mostly inhibitors. AID 1745845; further: on the % scale 0 is the no-effect control and ±100 the full control effect; nearly all actives have a fitted effect of over 55% in size
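qHTS (up to 57 uM final) was run with 24 h compound exposure of reporter cells at 37 °C. Each well was multiplexed: SteadyGlo luminescence measured ATXN2-luciferase expression after a fluorogenic Gly-Phe-AFC viability readout (25 uM final).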
A549 viability – counter-screen for Nrf2 inhibitors: cytotoxicity in A549 cells; 390,000 compounds, 0.16% hits; AID 504648; A549 ARE-Fluc cells, CellTiter-Fluor viability, 18-24 h; Potency, µM (top dose mostly 46 µM), for the others: top-dose activity change, negative = cytotoxicity, usual class: inhibitors; further: on the % scale 0 is the no-effect control and ±100 the full control effect
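A549 ARE-Fluc cells in 5% FBS OPTI-MEM, 5000 cells/well, rested 2 h then exposed to compounds in concentration-response for 18-24 h at 37 °C. Viability by CellTiter-Fluor fluorescence (Ex 405/Em 525) after 30 min; luciferase luminescence (BugLite, 15 min, RT) read afterwards.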
ATXN viability – viability counter-screen for ATXN expression inhibitors. S2 cells (HEK-293 line with an ATXN2-luciferase reporter) viability, CellTiter-Fluor protease fluorescence, 24 h. Potency, µM (top dose mostly 56.7 µM), most hits filed as cytotoxic. 400,000 compounds, 0.49% hits; further: nearly all actives have a fitted effect of over 40% in size
MCF10A rereplic – DNA re-replication induction in MCF 10a cells; MCF 10A DNA re-replication, Hoechst nuclear intensity, 48 h; 350,000 compounds, 2.9% hits; AID 624296; Potency, µM (titrated, usually from 46.1 µM), for the others: at the top dose activity, positive = re-replication, hits mostly activators; further: % of control where 0% means no effect; nearly all actives have a fitted effect of over 50% in size
EPAC2 antagonist – EPAC2 (human) antagonism | Q8WZA2 | EPAC2 GEF exchange of Rap1B-BODIPY-GDP, fluorescence | Potency, µM (top dose mostly 114 µM), for inactives: top-dose activity, negative = inhibition, actives largely listed as inhibitors | 360,000 compounds, 0.18% hits; further: on the % scale 0 is the no-effect control and ±100 the full control effect; nearly all actives have a fitted effect of over 45% in size; many of its hits are not listed in these tables
Target sequence (Q8WZA2 whole entry, looked up): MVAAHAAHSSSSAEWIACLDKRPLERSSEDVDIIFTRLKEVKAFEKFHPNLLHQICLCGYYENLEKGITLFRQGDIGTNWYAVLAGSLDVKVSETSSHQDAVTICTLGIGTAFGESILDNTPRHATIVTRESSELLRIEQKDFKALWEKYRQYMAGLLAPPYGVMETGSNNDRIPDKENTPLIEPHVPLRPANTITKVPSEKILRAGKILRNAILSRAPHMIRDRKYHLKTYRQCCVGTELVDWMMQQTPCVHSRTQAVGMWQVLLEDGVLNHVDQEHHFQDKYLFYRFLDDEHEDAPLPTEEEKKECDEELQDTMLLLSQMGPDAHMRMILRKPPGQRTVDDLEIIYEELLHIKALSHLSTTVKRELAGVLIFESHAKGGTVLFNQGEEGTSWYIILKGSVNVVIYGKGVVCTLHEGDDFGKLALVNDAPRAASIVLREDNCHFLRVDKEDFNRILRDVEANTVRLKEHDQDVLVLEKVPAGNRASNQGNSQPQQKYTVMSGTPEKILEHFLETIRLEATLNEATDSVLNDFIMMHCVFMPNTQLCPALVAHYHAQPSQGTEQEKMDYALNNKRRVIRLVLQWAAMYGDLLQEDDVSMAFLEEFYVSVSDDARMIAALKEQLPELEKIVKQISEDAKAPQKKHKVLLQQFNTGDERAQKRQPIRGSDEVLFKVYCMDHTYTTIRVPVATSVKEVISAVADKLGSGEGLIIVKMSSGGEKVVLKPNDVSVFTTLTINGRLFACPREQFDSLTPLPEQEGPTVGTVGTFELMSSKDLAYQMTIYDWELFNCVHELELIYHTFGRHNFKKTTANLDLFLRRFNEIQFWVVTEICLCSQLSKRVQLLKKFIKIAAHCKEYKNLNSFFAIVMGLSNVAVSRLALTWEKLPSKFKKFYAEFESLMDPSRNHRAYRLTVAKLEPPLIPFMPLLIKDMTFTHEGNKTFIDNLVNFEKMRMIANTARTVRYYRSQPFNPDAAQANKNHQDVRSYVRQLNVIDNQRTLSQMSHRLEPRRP
An asterisk follows results filed as active; i = inactive; ? = inconclusive; nt = not tested or not shown; [ ] = dose if it differs, or a comment. The call rests on the fitted dose curve; in most records, active means well fitted curve in the direction sought with a large enough effect; inconclusive means small, poorly fitted or top-dose-only effect, or another doubt; inactive means no such curve, though single readings can be large; an effect the other way counts as inactive or inconclusive. Potency means the concentration at half of the fitted maximal effect. The list is partial; rates above refer to the full screens.

The opening two compounds, ahead of the listing:
Order of values – EPAC2 antagonist	HepG2 tox	ATXN2 expr inh	Nrf2 inh	ATXN viability	A549 viability	Nrf2 ARE act	MCF10A rereplic	TGFb inhibitor
CCC(C)(C(=O)NC1CCCCC1)N(C(=O)C1CCC(=O)N1)c1ccccc1 (configuration not stated)
 : 0%	4%	5%	-3%	i	?	0.3%	0%	0%
N#CCSc1nc2ccccc2c(=O)n1CCC(=O)NCCc1ccccc1
 : -4%	-5%	nt	0%	nt	5%	-0.4%	-2%	-4%

The list itself (from the top)
Order of values – EPAC2 antagonist	HepG2 tox	ATXN2 expr inh	Nrf2 inh	ATXN viability	A549 viability	Nrf2 ARE act	MCF10A rereplic	TGFb inhibitor
CCC(C)(C(=O)NC1CCCCC1)N(C(=O)C1CCC(=O)N1)c1ccccc1 (configuration not stated)
 : 0%	4%	5%	-3%	i	?	0.3%	0%	0%
N#CCSc1nc2ccccc2c(=O)n1CCC(=O)NCCc1ccccc1
 : -4%	-5%	nt	0%	nt	5%	-0.4%	-2%	-4%
CCOc1ccccc1CNc1ncnc2onc(-c3ccc(F)cc3)c12
 : nt	-7%	1%	?	i	13%	-0.1%	nt	3%
CN(C(=O)c1ccc(-c2ccccc2)cc1)C1CCCCC1
 : 7%	-27%	5%	?	?	-3%	0.1%	0%	-6%
O=C(NCc1cccc(Br)c1)C1CCN(C(=O)c2sccc2-n2cccc2)CC1
 : nt	1%	nt	-17%	nt	0%	3.6%	nt	nt
O=[N+]([O-])c1ccc(-c2csc(Nc3ccccc3)[n+]2Cc2ccccc2)cc1
 : 15%	-37%	6%	-17%	i	-14%	0.6%	17%	1%
Cc1ccc(NC(=O)CN2C(=O)COc3ccc(S(=O)(=O)N4CCCCC4)cc32)cc1N(C)C
 : nt	-10%	nt	8%	nt	0%	3.2%	nt	?
Cc1ccccc1C(=O)N1CCCC(N2CCN(Cc3ccc4c(c3)OCO4)CC2)C1 (configuration not stated)
 : 3%	-8%	-20%	-12%	?	0%	-0.7%	11%	-5%
CCN1CCN(C(CNS(=O)(=O)c2ccc(C)cc2)c2cccnc2)CC1 (configuration not stated)
 : -2%	4%	-9%	?	i	11%	0.1%	2%	20%
O=C1c2ccccc2C(=O)N1c1ccc(S(=O)(=O)N2CCOCC2)c2ccccc12
 : nt	-2%	nt	-9%	nt	10%	nt	nt	4%
C=C(C)[C@@H]1CCC2(C(=O)O)CC[C@]3(C)[C@H](CC[C@@H]4[C@@]5(C)CCC(=O)C(C)(C)[C@@H]5CC[C@]43C)[C@@H]12 (some centres not stated)
 : 10%	-15%	-7%	-6%	i	4%	-1.4%	?	-21%
O=C(c1[nH]c(C(F)(F)F)nc1-c1ccccc1)N1CCN(c2c(Cl)cncc2Cl)CC1
 : 9%	-34%	8%	nt	i	nt	0.1%	nt	-27%
CC(=O)c1ccc(S(=O)(=O)NCC(=O)NC(c2nc3ccccc3[nH]2)C(C)C)cc1 (configuration not stated)
 : -1%	-13%	7%	4%	i	1%	0.0%	2%	5%
O=C(O)c1cc(-c2ccc(/C=C3\NC(=O)N(c4ccccc4)C3=O)o2)ccc1Cl
 : -7%	3%	nt	11%	i	-3%	0.1%	2%	4%
O=C(CNCCO)Nc1ccc(F)c(Cl)c1
 : 3%	6%	-10%	12%	i	4%	0.3%	-11%	-8%
CCOC(=O)c1c(C)[nH]c(C(=O)N2CCCC(C(=O)c3ccccc3OC)C2)c1C (configuration not stated)
 : -1%	18%	54%[activator]	6%	i	0%	2.6%	-14%	1%
CCOC(=O)C(C)CC(C)C(=O)N1CCOCCN(C(=O)C(C)CC(C)C(=O)OCC)CCOCC1 (configuration not stated)
 : -3%	-14%	170%[activator]	-9%	i	-8%	-0.4%	1%	3%
CCOC(=O)c1ccc(NC(=O)CSc2nnc(CCc3ccc(C)o3)n2-c2ccccc2)cc1
 : 4%	-18%	9%	-5%	i	-12%	-0.3%	14%	-17%
COc1cccc(NC(C)(C)c2nnnn2-c2c(C)cccc2C)c1
 : -5%	-32%	-3%	4%	i	0%	0.3%	6%	-5%
Cc1ccccc1Nc1nnc(SCC(=O)NC2CCCc3ccccc32)s1 (configuration not stated)
 : 4%	-7%	-3%	-3%	i	0%	0.3%	4%	-1%

Ordered by count of non-hydrogen atoms (low to high): 6 of the compounds above.
Order of values – EPAC2 antagonist	HepG2 tox	ATXN2 expr inh	Nrf2 inh	ATXN viability	A549 viability	Nrf2 ARE act	MCF10A rereplic	TGFb inhibitor
O=C(CNCCO)Nc1ccc(F)c(Cl)c1
 : 3%	6%	-10%	12%	i	4%	0.3%	-11%	-8%
CCN1CCN(C(CNS(=O)(=O)c2ccc(C)cc2)c2cccnc2)CC1 (configuration not stated)
 : -2%	4%	-9%	?	i	11%	0.1%	2%	20%
CCC(C)(C(=O)NC1CCCCC1)N(C(=O)C1CCC(=O)N1)c1ccccc1 (configuration not stated)
 : 0%	4%	5%	-3%	i	?	0.3%	0%	0%
O=C1c2ccccc2C(=O)N1c1ccc(S(=O)(=O)N2CCOCC2)c2ccccc12
 : nt	-2%	nt	-9%	nt	10%	nt	nt	4%
O=C(c1[nH]c(C(F)(F)F)nc1-c1ccccc1)N1CCN(c2c(Cl)cncc2Cl)CC1
 : 9%	-34%	8%	nt	i	nt	0.1%	nt	-27%
CCOC(=O)c1ccc(NC(=O)CSc2nnc(CCc3ccc(C)o3)n2-c2ccccc2)cc1
 : 4%	-18%	9%	-5%	i	-12%	-0.3%	14%	-17%

Later entries
Order of values – EPAC2 antagonist	HepG2 tox	ATXN2 expr inh	Nrf2 inh	ATXN viability	A549 viability	Nrf2 ARE act	MCF10A rereplic	TGFb inhibitor
Cc1ccc(C)n1-n1cnc2sc3c(c2c1=O)CCCCC3
 : -8%	-9%	-7%	26%	i	2%	0.4%	?	-9%
C=CCn1c(N)c(C(=O)OC(C)(C)C)c2nc3ccccc3nc21
 : 9%	-11%	0%	-2%	nt	3%	7.2%	?	-7%
O=C(C1CC1)N1c2ccccc2Sc2ccccc21
 : ?	1%	-33%	-20%	i	-12%	-0.7%	?	?
O=C(COC(=O)CCC(=O)c1ccc(Cl)cc1)NCc1ccc(F)cc1
 : -3%	2%	5%	5%	?	-2%	-0.9%	-2%	4%
CCOC(=O)c1c(C)nc(C)c(C(=O)OCC)c1-c1ccco1
 : 0%	3%	4%	2%	i	1%	0.0%	-3%	-3%
COC(=O)c1cc(Cl)c(NC(=O)C(C)C)cc1OC
 : 6%	-36%	nt	2%	i	1%	0.4%	-7%	-3%
CC(Oc1ccc2ccccc2c1)C(=O)NNC(=O)Nc1ccccc1 (configuration not stated)
 : -1%	-5%	-6%	0%	i	4%	0.7%	-1%	?
O=C(N=Nc1c(O)[nH]c2ccc(F)cc12)C1COc2ccccc2O1 (configuration not stated)
 : -10%	4%	7%	1%	i	3%	-0.1%	1%	7%
Nc1cc(Cl)ccc1C(=O)OCC(=O)N1CCCCCC1
 : 5%	3%	21%	19%	i	-5%	-0.7%	?	3%
Cc1nc2c(-c3ccc(F)cc3)c(C)nn2c(C)c1CCC(=O)Nc1ccccc1F
 : -1%	-13%	?	16%	i	1%	-0.4%	?	-3%
Cc1ncc(C[n+]2csc(CCOC(=O)CC34CC5CC(CC(C5)C3)C4)c2C)c(N)n1
 : 18%	2%	-4%	12%	?	-1%	-0.2%	?	?
O=C1C(=O)N(O)C2CCCCC2N1O (configuration not stated)
 : 7%	-2%	28%	10%	i	2%	0.2%	-1%	8%
COc1ccccc1CNC(=O)CSc1ccc(-c2cccs2)nn1
 : ?	-9%	-20%	?	i	1%	0.4%	-6%	11%
CN(C(=O)c1ccnn1C)C1CCCN(Cc2ccccc2F)C1 (configuration not stated)
 : 5%	0%	1%	5%	i	-2%	-0.1%	1%	12%
Cc1nc2ccc(Cl)cc2c(-c2ccccc2)c1C(=O)N(C)C
 : -1%	-2%	3%	-33%	i	-10%	-0.7%	4%	-5%
O=C(NC(c1ccc(F)cc1)c1ccc2ccccc2n1)C1CCN(CCOc2ccc(Cl)cc2Cl)CC1 (configuration not stated)
 : 0%	11µM*	?	nt	nt	nt	-2.7%	nt	?
O=C(NC1CCCc2ccccc21)c1ccc2c(c1)sc1nc(-c3ccccc3)cn12 (configuration not stated)
 : nt	-1%	nt	-18%	nt	8%	0.4%	nt	-3%
COc1ccccc1NC(=S)N1CC(C)OC(C)C1 (configuration not stated)
 : -3%[57.1 µM]	-2%	nt	1%	i	18%	-0.1%	3%	-1%
Cc1ccc(C(C)C)c(OCc2ccc(-c3nnco3)cc2)c1
 : -5%	-43%	?	?	i	-5%	-1.7%	23µM*	-26%
COc1cccc(CNC(=O)COC(=O)c2cccc(S(=O)(=O)N3CCCC3)c2)c1
 : 9%	0%	9%	-1%	i	-2%	0.1%	0%	10%

Continued:
Order of values – EPAC2 antagonist	HepG2 tox	ATXN2 expr inh	Nrf2 inh	ATXN viability	A549 viability	Nrf2 ARE act	MCF10A rereplic	TGFb inhibitor
Cc1ccc2nc(/C(C#N)=C/c3ccc(O)c(O)c3)[nH]c2c1
 : 3%	-14%	33%	?	i	-16%	3.6%	?	47%[activator]
C/C=C/c1ccc(OCC(O)CN2CCCCC2CC)c(OC)c1 (configuration not stated)
 : 1%	5%	12%	1%	i	0%	0.3%	21%	14%
COc1ccc2c(c1)C(=NN)c1cc(OC)ccc1-2
 : -9%	-12%	?	2%	nt	0%	2.3%	-5%	-1%
O=C(Cn1c2ccccc2c(=O)c2ccccc21)N/N=C/c1cc([N+](=O)[O-])ccc1N1CCCCCC1
 : -22%	5%	?	-4%	?	-9%	-1.4%	14%	7%
CCOC(=O)c1c(C)[nH]c(C)c1S(=O)(=O)NC(CC)CN1CCOCC1 (configuration not stated)
 : 4%	4%	12%	17%	i	4%	0.2%	5%	-3%
